Assay outcomes: PubChem BioAssay, several laboratories
Mtb RmlCD inh: M. tuberculosis RmlC/RmlD inhibition. RmlC+RmlD coupled enzyme assay, percent inhibition; primary screen in compound mixtures. inhibition, % at 3.6 µM. actives 0.03% (n = 160,000). AID 1533; in the data active means inhibition mostly above about 34%, no sharp cut-off; further: some results filed as inactive read as strong as hits
Target sequence (P9WH09 whole entry, looked up): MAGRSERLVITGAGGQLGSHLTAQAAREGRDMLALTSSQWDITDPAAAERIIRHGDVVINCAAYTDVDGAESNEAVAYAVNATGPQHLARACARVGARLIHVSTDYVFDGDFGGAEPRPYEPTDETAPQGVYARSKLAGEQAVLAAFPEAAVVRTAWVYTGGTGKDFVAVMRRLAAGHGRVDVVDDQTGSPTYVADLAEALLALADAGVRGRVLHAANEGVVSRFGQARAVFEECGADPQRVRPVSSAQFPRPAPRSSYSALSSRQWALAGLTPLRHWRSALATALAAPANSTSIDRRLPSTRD
Target sequence (P9WH11 whole entry, looked up): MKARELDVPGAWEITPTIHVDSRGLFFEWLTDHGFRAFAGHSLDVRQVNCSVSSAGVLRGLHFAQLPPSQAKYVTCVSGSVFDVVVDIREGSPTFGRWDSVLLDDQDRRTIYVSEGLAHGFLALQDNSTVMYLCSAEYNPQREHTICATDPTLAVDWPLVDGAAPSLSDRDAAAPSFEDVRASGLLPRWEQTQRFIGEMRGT
M. tuberculosis GlmU: inhibition of mycobacterial GlmU enzyme – biochemical, glucosamine-1-phosphate acetyltransferase (AID 1376); M. tuberculosis GlmU acetyltransferase enzyme assay; higher % means a stronger effect; one-dose inhibition, %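 (tested at 30 µM in the primary screen)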; IC50 in µM for titrated hits; actives 0.25% (n = 220,000); in the data active means inhibition above about 13%;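 further: 0% = complete reaction with vehicle and 100% = reaction without substrate; strong numbers were not always called active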
The depositor's hits bear a star; · = not tested or not shown. An excerpt (hit frequency here may not be typical).

Results follow in this order: Mtb RmlCD inh	M. tuberculosis GlmU
Cc1ccccc1OCc1nc(-c2ccc(NC(=O)c3ccco3)cc2)no1
→ ·	-1.0%
O=C(CNC1CCCCCC1)Nc1ccc(S(=O)(=O)NC2CC2)cc1
→ -19.5	-1.8%
Cc1nnc(-c2ccc(Oc3ccc(Cl)cc3)c([N+](=O)[O-])c2)o1
→ 6.1	8.2%
Cc1ccccc1OCC(O)CN1CCC(C)CC1 (stereo unspecified)
→ 8.7	-1.9%
CCN(CC)S(=O)(=O)c1ccc(NC2CCCc3ccccc32)nc1 (stereo unspecified)
→ ·	-4.1%
CCCSc1nc2[nH]ncc2c(=O)[nH]1
→ -11.8	3.5%
COC(=O)c1ccc(C(=O)Nc2cc(Cl)ccc2Cl)cc1NC(=O)c1ccc(N(C)C)cc1
→ 6.9	-4.8%
Cc1ccc(F)cc1NC(=O)Nc1cc(C(C)(C)C)nn1C
→ ·	8.6%
COCCN(Cc1cc2cc(C)c(C)cc2nc1Cl)C(=O)Nc1ccccc1
→ 0.8	-3.8%
CCN(CC)S(=O)(=O)c1ccc(N/N=C/c2ccc(O)cc2O)nc1
→ -1.2	-2.0%
O=C1OC(Nc2nccs2)c2ccccc21 (stereo unspecified)
→ ·	1.8%
CC(CCc1ccccc1)NC(=O)COC(=O)c1cc(NS(=O)(=O)c2ccc(Cl)c([N+](=O)[O-])c2)ccc1O (stereo unspecified)
→ 8.9	1.6%
O=C1S/C(=C\c2ccccc2)C(=O)N1CC(O)Cn1c2ccccc2c2ccccc21 (stereo unspecified)
→ -1.9	3.4%
NC(=O)c1c(NC(=O)c2ccco2)sc2c1CCC2
→ ·	4.0%
CCN(CC)C(=O)CN(Cc1ccccc1)S(=O)(=O)c1ccc(F)cc1
→ ·	2.4%
CCOC(=O)CCCNC(=O)c1cncc(Br)c1
→ ·	1.1%
Cc1nn(Cc2c(Cl)cccc2Cl)c(C)c1NC(=O)c1cn(-c2ccccc2)nc1-c1ccccc1
→ 6.7	·
COc1ccc(CCNc2nc(-c3ccncc3)cs2)cc1OC
→ -8.8	1.1%
O=[N+]([O-])c1ccc(-c2cn(-c3ccc(Cl)cc3)c(=S)[nH]2)cc1
→ 7.0	-2.9%
O=c1sc2ccccc2c(N2CCCCC2)c1[N+](=O)[O-]
→ -11.6	0.0%
N#Cc1ccsc1NC(=O)c1ccccn1
→ 12.5	1.9%
Cc1ccc(NC(=O)CSc2nnc(Cn3c(=O)sc4ccccc43)n2C)cc1Cl
→ -6.0	·
COc1ccc2c(c1)C(C)=CC(C)(C)N2C(=O)CSc1nnc(-c2ccc(C)cc2)o1
→ 8.2	2.0%
N#Cc1ccc(CSc2nnc(-c3cccnc3)n2-c2ccccc2)cc1
→ ·	4.3%
O=C(O)c1cccc(NC(=O)c2cc(-c3cccc(Cl)c3)nc3ccccc23)c1
→ 6.2	-0.1%
COc1ccc(OCC#CCn2ccnc2)cc1
→ -6.9	-1.2%
C=CCN1C(=O)/C(=C/c2cccs2)S/C1=N\S(=O)(=O)c1ccc(F)cc1
→ 11.4	2.1%
c1ccc(OCCn2c(-c3ccco3)nc3ccccc32)cc1
→ -2.3	-6.2%
COc1ccccc1NC(=O)CCN1CCN(Cc2ccccc2)CC1
→ ·	0.3%
Cc1ccc(NC(=O)COc2ccc(Br)cn2)cc1
→ 4.6	-4.0%

In the list so far, these have an NH in an aromatic ring:
Results follow in this order: Mtb RmlCD inh	M. tuberculosis GlmU
CCCSc1nc2[nH]ncc2c(=O)[nH]1
→ -11.8	3.5%
O=[N+]([O-])c1ccc(-c2cn(-c3ccc(Cl)cc3)c(=S)[nH]2)cc1
→ 7.0	-2.9%

Next section:
Results follow in this order: Mtb RmlCD inh	M. tuberculosis GlmU
CCOc1ccc(N2C(=O)c3ccccc3C2=O)cc1
→ -0.2	-1.9%
CCCN1C(=O)/C(=C/c2ccccc2OCc2ccc(C(=O)O)cc2)NC1=S
→ ·	-0.9%
Cc1ccc(C(=O)CC(=O)COc2ccc(Cl)cc2)cc1
→ ·	1.0%
C/C(=N\Nc1cc(Cl)nc(C)n1)c1ccc(C)cc1
→ ·	2.4%
O=[N+]([O-])c1ccc(C2=Nn3c(Cn4nnc5ccccc54)nnc3SC2)cc1
→ 0.5	4.1%
CC(C)(C)NC(=O)Cn1c(=O)oc2ccc(Cl)cc21
→ -7.0	6.1%
CCCCOc1ccc(-c2ncc(C(=O)O)c(C)n2)cc1
→ 1.6	-5.8%
COc1ccc(C2Nc3ccccc3C(=O)N2NS(C)(=O)=O)cc1OC (stereo unspecified)
→ -0.2	-1.4%
O=C(COC(=O)Cc1ccccc1F)Nc1ccc(Cl)cn1
→ -9.8	-5.1%
CC(C)(C)N(Cc1ccccc1)C(=O)COC(=O)CCc1c[nH]c2ccccc12
→ 7.0	-4.6%
CCOC(=O)C1=C(C(F)(F)F)Nc2ncnn2C1c1ccc(OC)cc1OC (stereo unspecified)
→ 3.5	5.4%
COc1ccc(NC(=S)N(Cc2ccc(C)cc2)Cc2ccccn2)cc1
→ 6.7	4.9%
Cc1cccn2c(CNCC(C)Oc3cccnc3)c(C(=O)N3CCOCC3)nc12 (stereo unspecified)
→ 7.8	-2.0%
O=c1[nH]nc(SCCS(=O)(=O)c2ccc(F)cc2)n1-c1ccccc1C(F)(F)F
→ -9.6	-1.1%
Cn1nnnc1SCc1ccc(C(=O)Nc2ccccc2F)cc1
→ 11.3	-4.3%
COC(=O)Cn1cc(C(=O)c2cccs2)c2ccccc21
→ -10.7	0.2%
CCOc1ccc(NC(=O)CCNS(=O)(=O)c2ccc(Br)s2)cc1
→ 17.6	-4.0%
Cn1c(=O)[nH]c(=O)c2c1nc(SCCN1CCCCC1)n2Cc1ccccc1
→ 10.9	0.6%
COc1cccc(OC)c1C(=O)N1CCN(Cc2ccccc2C(F)(F)F)CC1
→ ·	3.7%
O=C(O)c1cnc(-c2ccccc2)nc1-c1ccccc1
→ -2.1	·
Cc1nc2ccccc2c(=O)n1/N=C/c1ccccc1
→ 2.9	0.3%
O=C(COc1ccc(Cl)cc1Cl)Nc1ccc(Cl)cn1
→ 6.7	0.6%
N/C(=N\OC(=O)COc1ccc(Br)cc1)c1ccncc1
→ -12.8	-5.6%
CCOC(=O)c1nc(Nc2ccc(C(=O)O)cc2)c2ccccc2n1
→ -4.9	3.7%
Cc1nn(C)c(C)c1NC(=O)c1ccc(S(=O)(=O)N(C)C)cc1
→ 1.9	1.6%
N=C1C(c2ccccc2)=C(O)CN1c1cccc(S(=O)(=O)Nc2cccc(C(F)(F)F)c2)c1
→ ·	1.1%
O=C(Nc1ccc(F)cc1)NC1(C(=O)NCc2cccs2)CCCCC1
→ ·	-0.1%
Cc1[nH]n(-c2ccccc2)c(=O)c1N=O
→ 3.5	2.1%
C=CCN1C(=O)N/C(=C/c2ccc(C)o2)C1=O
→ 9.2	1.2%
COc1ccc(NC(=O)CCSc2nnnn2C)cc1
→ -0.3	1.1%
CCOc1cc(N2CCOCC2)c(OCC)cc1NC(=O)CN1C(=O)NC(Cc2ccccc2)C1=O (stereo unspecified)
→ ·	-6.2%
CCO[C@H]1OC(C(=O)N2CCN(C)CC2)=C[C@@H](c2ccc(C(F)(F)F)cc2)[C@@H]1CCCO
→ ·	-0.6%
COc1ccc(CN2CCC(C(=O)NCCc3ccc(OC)c(OC)c3)CC2)c(OC)c1
→ ·	6.4%
c1cncc(-c2cccnc2)c1
→ -2.7	4.5%
COc1ccc(N(CC(=O)Nc2cccc(C(C)=O)c2)S(C)(=O)=O)cc1OC
→ ·	4.8%
O=c1[nH]c(Nc2ccccc2)cc2ccccc12
→ -4.9	1.7%
CCC(=O)Nc1ccc(/C(C)=N/NC(=O)c2c(-c3ccccc3Cl)noc2C)cc1
→ 4.2	2.4%
CC(C)C(=O)Nc1cccc(C(=O)Nc2cc([N+](=O)[O-])ccc2Cl)c1
→ 2.6	-1.0%
CCCNC(=O)CN1C(=O)NC(CCSC)C1=O (stereo unspecified)
→ -6.1	-0.8%
CC1Cc2ccccc2N1C(=O)Cc1cccs1 (stereo unspecified)
→ 26.2	-4.6%
COc1ccc(OC)c(NC(=O)C(=O)NCc2ccncc2)c1
→ ·	0.1%
CCN(CC)Cc1ccc(OC)c(Cl)c1
→ -13.1	5.1%
Cc1ccc(-n2c(SCC(=O)Nc3ccc4cn[nH]c4c3)nnc2-c2ccco2)cc1
→ ·	-1.7%
COc1ccc2cc(C#N)c(SCC(=O)N3CCCC3)nc2c1
→ -9.2	2.5%
Cc1ccccc1NC(=S)N(Cc1ccccc1)Cc1cccnc1
→ -5.4	-6.3%
Cc1sc2ncnc(NCc3cccs3)c2c1C
→ 1.1	3.1%
CCOc1ccccc1NC(=O)Nc1cnccn1
→ 4.6	1.6%
CCc1ccc(NC(=O)C(=O)NCCN2CCN(C(=O)c3ccco3)CC2)cc1
→ ·	-5.5%
Cc1cccc(N2CCN(C(c3ccccc3)c3nnnn3CC3CCCO3)CC2)c1C (stereo unspecified)
→ ·	1.0%
CCN(CC)CCNC(=S)NC(=O)c1cn(-c2ccccc2)nc1-c1ccc(OC)cc1
→ 28.2	-0.1%
CCc1ccccc1NC(=S)N(Cc1cccs1)C1CCCC1
→ -2.9	-2.9%
Cc1ccc(C)c(NC(=O)CSc2nc3ccc(N4C(=O)c5ccccc5C4=O)cc3s2)c1
→ -8.1	2.4%
CCc1c(-c2n[nH]c(=S)n2Cc2ccccc2)csc1C
→ -0.9	1.1%
CS(=O)(=O)N1CCC(C(=O)Nc2ccccc2Sc2ccccc2)CC1
→ 4.6	3.0%
O=C(Nc1cccnc1)c1cccc(S(=O)(=O)N2CCCC2)c1
→ 7.1	-5.1%
O=C(Cn1c(=O)n(CCC(=O)N2CCc3ccccc3C2)c(=O)c2ccccc21)NCC1CCCO1 (stereo unspecified)
→ 8.2	-0.5%
CC1CN(CCn2cnc3c(N)ncnc32)CC(C)O1 (stereo unspecified)
→ 7.1	·
CCc1ccc(OCC(=O)Nc2ccc(CN3CCCCC3)cc2)cc1
→ 6.3	2.3%
COc1ccc(-c2ccc(-c3noc(-c4ccccc4)n3)c(OC)n2)cc1
→ -7.5	6.5%
C/C(=N\NC(=O)c1ccc(NS(=O)(=O)c2cccs2)cc1)c1ccc(C(C)(C)C)cc1
→ 10.8	4.3%

Next section:
Results follow in this order: Mtb RmlCD inh	M. tuberculosis GlmU
O=C(O)CCCCCNc1ncnc2ccc(Br)cc12
→ -1.8	-4.6%
CN1/C(=C\C(=O)CSc2nnc(N)s2)C(C)(C)c2ccccc21
→ -12.7	3.7%
COc1ccc(CCNC(=O)CSc2nc3[nH]ncc3c(=O)n2-c2ccccc2Br)cc1OC
→ 3.8	-0.4%
CCN(CC(=O)Nc1ccccc1OC)C(=O)Cn1cnc2ccccc2c1=O
→ 4.0	5.8%
NC(=O)C1(N2CCCCC2)CCN(c2nc(-c3ccc(Br)cc3)cs2)CC1
→ ·	1.1%
CCCCNC(=O)COC(=O)c1ccc(N(C)C)cc1
→ 31.1	5.9%
CC(C)N=C(NS(=O)(=O)c1ccc(Br)cc1)c1ccc(Cl)cc1
→ ·	3.5%
N#Cc1cc2c(nc1SCC(=O)Nc1nccs1)CCCCC2
→ ·	6.6%
COc1ccc2cc(C(=O)COC(=O)COc3ccc4c(C)cc(=O)oc4c3)ccc2c1
→ -8.0	-0.1%
O=C(N/N=C/c1ccc([N+](=O)[O-])o1)C(=O)Nc1ccc(C(=O)O)cc1
→ ·	-0.4%
Cc1ccnc(NCn2nnc3ccccc32)c1
→ ·	3.9%
O=C(NCCCO)C12CC3CC(CC(C3)C1)C2
→ ·	2.6%
CC(=C/c1ccco1)/C=N/NC(=O)CSc1nnc(SCc2ccc(C)cc2)s1
→ 14.7	-2.9%
CCNC(=O)COC(=O)CCC(=O)c1cccs1
→ -13.4	6.0%
COC(=O)c1ccc(-c2noc(CN3CCCC(CNC(C)=O)C3)n2)cc1 (stereo unspecified)
→ 8.5	-5.2%
Cc1cc(C)n(-c2nc(NCC3CCCO3)c3c4c(sc3n2)COC(C)(C)C4)n1 (stereo unspecified)
→ ·	2.6%
CC(NS(=O)(=O)c1ccc(OCC(=O)N2CCOCC2)c(Cl)c1)c1ccccc1 (stereo unspecified)
→ -7.5	-0.2%
O=C(NC1CCCCCCC1)c1ccccc1-c1ccccc1
→ 6.8	1.4%
O=C(NC1CCCCC1)C1CCCN1C(=O)NCc1ccccc1 (stereo unspecified)
→ 9.3	-5.7%
CC(=O)OC[C@H]1O[C@@H](n2ncc(=O)[nH]c2=O)[C@H](OC(C)=O)[C@@H]1OC(C)=O
→ ·	4.2%
NC(=O)C1CCN(c2ccc([N+](=O)[O-])cc2Cl)CC1
→ 5.2	0.1%
NC(=O)NC(=O)COC(=O)CCSc1ccccc1
→ 7.6	5.8%
CC1=CC(C)(C)N2C(=O)C3(C(C#N)=C(N)Oc4cc(C)oc(=O)c43)c3cc(C)cc1c32 (stereo unspecified)
→ ·	-2.6%
COC(=O)c1ccc(C(=S)N2CCCCC2)cc1
→ -7.6	-3.4%
Cc1nn(-c2ccccc2)c(Cl)c1/C=N/Nc1nnc(C)c(=O)[nH]1
→ 3.5	7.2%
Cn1sc(=O)c2cc(S(=O)(=O)NC3CC3)ccc21
→ -6.6	4.2%
CC(=O)Nc1ccc(C(=O)OCC(=O)c2ccc(F)cc2)cc1
→ ·	-7.1%
Cc1ccc(N(c2ncnc(N)c2[N+](=O)[O-])C2CCCCC2)cc1
→ -2.8	1.5%
Cc1ccc(C(Sc2ccccc2)C(Cn2cncn2)C(=O)c2ccccc2)cc1 (stereo unspecified)
→ ·	2.9%
CCOc1cc(CNCCc2ccc(S(N)(=O)=O)cc2)ccc1OCC(=O)NC(C)(C)C
→ 12.8	-2.0%
O=C(CN1C(=O)COc2ccccc21)N1CCc2ccccc21
→ ·	-0.9%
Cc1ccc(NS(=O)(=O)c2cccc(C(=O)N/N=C/c3ccc4c(c3)OCCO4)c2)c(C)c1
→ ·	0.1%
